Bioassay records (PubChem BioAssay)
HPDE-C7 viability: HPDE-C7 pancreatic duct cell viability loss – fluorescence, HTS (AID 430); cytotoxicity, % at 10 µM; hits with a dose series show EC50 in µM; HPDE-C7 pancreatic duct cells viability, fluorescence; higher % means a stronger effect; actives 1.8% (n = 63,000);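 further: cells exposed to compound for 48 hours before viability readout; 0% = vehicle and 100% = reference cytotoxic drug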
DPM-DC inhibit: S. pneumoniae DPM-DC inhibition; purified DPM-DC, PK/LDH coupled NADH fluorescence; actives 0.49% (n = 65,000); AID 556; calls only at 10 µM;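 active means the 320 compounds with the highest percent inhibition in the single-dose primary screen, excluding strongly autofluorescent ones, cut at about 32% in these data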;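 further: kinetic rate of NADH fluorescence loss reporting ADP formed by the decarboxylase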
TNAP inhibition: inhibition of tissue-nonspecific alkaline phosphatase – biochemical, luminescent (AID 518); purified TNAP enzyme, luminescent substrate readout; higher % means a stronger effect; inhibition, % at 20 µM, or IC50 in µM where a hit was titrated; actives 0.09% (n = 64,000); in the data active means a potency from the dose series; inactive means the rest, 99 in 100 with inhibition below about 22%;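 further: plate controls were vehicle for no effect and reference inhibitor for full effect; many of its hits are not listed in these tables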
Spn PMK inh: S. pneumoniae PMK inhibition; purified PMK, PK/LDH-coupled NADH absorbance 340 nm; inhibition, % at 10 µM; actives 0.49% (n = 65,000); AID 539;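 active means top-ranked compounds by inhibition in the single 10 µM screen, taking a fixed number of the strongest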;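 further: 0% = full reaction with DMSO carrier and 100% = background rate without enzyme reaction; no value below 0 was filed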
Bfl-1 inhibitors: Bfl-1 inhibitors, primary screen, biochemical, fluorescence polarization, FITC-Bid, mouse (AID 432). FITC-Bid BH3 peptide fluorescence polarization displacement; higher % means a stronger effect. actives 0.02% (n = 64,000). displacement, % at 20 µM; hits with a dose series show IC50 in µM; in the data active means a potency from the dose series; inactive means the rest, 99 in 100 with displacement below about 15%; further: strong numbers were not always called active
MK inhibit: blocks S. pneumoniae mevalonate kinase; actives 0.48% (n = 65,000); purified MK, PK/LDH-coupled NADH absorbance 340 nm; inhibition, % at 10 µM;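 active means ranked among the strongest by inhibition in the single 10 µM screen, a fixed top-ranked set picked for dose follow-up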; further: no value below 0 was filed
HPDE-C7K KRASV12: cytotoxicity in KRAS-transformed pancreatic duct cells, primary screen, cell-based, fluorescence, HTS (AID 431); HPDE-C7K KRASV12 cells, Alamar Blue viability, 48 h; higher % means a stronger effect; one-dose cytotoxicity, % at 10 µM; EC50 in µM for titrated hits; actives 1.7% (n = 63,000);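 active means compounds whose percent cytotoxicity in the single-dose primary screen, scaled between solvent and toxic-drug controls, exceeds 50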;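 further: 0% = DMSO solvent wells and 100% = doxorubicin-treated wells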
HT1080 viability: cytotoxicity in HT1080 fibrosarcoma cells, cell-based, fluorescence readout (AID 620); HT1080 viability, fluorescence; higher % means a stronger effect; cytotoxicity, % at 10 µM; hits with a dose series show EC50 in µM; actives 0.42% (n = 87,000);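 further: cells exposed to compound overnight then 4 h with Alamar Blue; 0% = vehicle DMSO and 100% = killing control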
LYP phosphatase: inhibition of human PTPN22 tyrosine phosphatase – biochemical, DiFMUP fluorescence, recombinant catalytic domain, 10 µM, primary screen (AID 606); recombinant LYP catalytic domain, DiFMUP fluorescence; higher % means a stronger effect; inhibition, % at 10 µM; hits with a dose series show IC50 in µM; 52,000 tested, under 10 active;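 active means IC50 under 40 µM in the dose-response test; inactive means IC50 of 40 µM or more, or never dose-tested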
Spn PMK inh pilot replicates: also measured in Spn PMK inh; calls as there; inhibition, %; measured here: pilot screen replicates
MK inhibit pilot replicates: further read-out of MK inhibit, marked with its call; inhibition, %; measured here: pilot screen replicates
DPM-DC inhibit pilot screen %: also measured in DPM-DC inhibit; calls as there; inhibition, %; measured here: pilot screen trials
* = called active by the depositor; i = inactive; / = no result given. Unless noted, no stated cut-off is given here; in the data, active means cytotoxicity above about 50%; inactive means the rest. Compounds were not picked by outcome; overall some 3.5% were active at least once.

SMILES	HPDE-C7 viability	DPM-DC inhibit	TNAP inhibition	Spn PMK inh	Bfl-1 inhibitors	MK inhibit	HPDE-C7K KRASV12	HT1080 viability	LYP phosphatase	others
CC(C)(C)NC(=O)C(OC(=O)Cn1nnc(-c2ccc(F)cc2)n1)c1ccncc1 (stereo not given)	-2%	i	12%	11	-3%	6	-9%	8%	2%
Cc1cccc(NC(=O)CSc2nnc(CCCCCNC(=O)OC(C)(C)C)o2)c1C	-8%	i	-3%	14	5%	1	-10%	10%	5%
CC1CCCCC1NC(=O)c1cc2c(s1)CS(=O)(=O)C2 (stereo not given)	0%	i	-1%	18	-6%	4	0%	7%	-19%
COC(=O)c1ccc(CSCC(=O)Nc2cc(OC)cc(OC)c2)o1	-26%	i	2%	15	7%	1	-15%	-3%	/
CCOC(=O)c1c(NC(=O)c2ccc(Cl)s2)sc(C)c1C	12%	i	10%	4	-6%	0	8%	2%	-1%
COc1ccc(C2C(C(C)=O)=C(C)N=c3s/c(=C\c4cc(C)n(C)c4C)c(=O)n32)c(OC)c1 (stereo not given)	34%	i	29%	8	-165%	2	49%	-4%	/
O=C(O)c1cc2c(ccc3ccccc32)[nH]1	-10%	i	1%	0	-3%	9	-3%	0%	6%
N=c1sccn1CC(=O)Nc1ccccc1-c1ccccc1	/	i	19%	7	-6%	21	/	4%	-4%
O=C(NCCCN1CCOCC1)c1cc(-c2ccc(Cl)cc2)on1	-3%	i	8%	20	10%	4	-1%	4%	6%	Spn PMK inh pilot replicates=2.0;MK inhibit pilot replicates=5.0;DPM-DC inhibit pilot screen %=3.0
Cc1cc(NC(=O)c2noc3c2CCCC3)nn1Cc1ccc(Cl)cc1	-6%	i	14%	12	2%	9	-11%	2%	8%
CCOC(=O)C1=C(C)OC(N)=C(C#N)C1c1cc2c(cc1Br)OCO2 (stereo not given)	3%	i	16%	9	-2%	4	-2%	9%	/
Cc1c(C(=O)Nc2ccncc2)sc2nc(-c3ccccc3)cn12	8%	i	0%	10	-1%	9	8%	8%	5%
CCOC(=O)N1CCC(NC(=O)C2CCN(C(=O)N3CCOc4ccccc43)CC2)CC1	-12%	i	8%	0	-1%	4	-5%	/	8%
Cc1noc(C)c1COc1ccc(C(=O)OCC(=O)c2ccc3c(c2)OCCO3)cc1	2%	i	4%	14	-5%	0	2%	-15%	5%
Clc1ccc2[nH]c3c(NCCN4CCOCC4)ncnc3c2c1	6%	i	6%	12	-5%	5	24%	2%	-3%
O=C(OCC(=O)N1CCN(C(=O)c2ccco2)CC1)c1ccccc1C(=O)c1ccc(Cl)cc1	-5%	i	8%	7	6%	1	8%	0%	-3%
CCOC(=O)Nc1ccc2c(c1)nc(CN1CCOCC1)n2C	-1%	i	7%	12	2%	12	-1%	8%	14%
Cc1ccc(CN2C(=O)CCC2C(=O)NCCCN2CCC(C)CC2)cc1 (stereo not given)	-2%	i	11%	18	-3%	4	17%	-3%	0%	Spn PMK inh pilot replicates=0.0;MK inhibit pilot replicates=0.0;DPM-DC inhibit pilot screen %=3.0
COc1ccc(N=C(N(C)C)P(=O)(N(C)C)N(C)C)cc1	-12%	i	2%	4	0%	8	2%	-3%	-4%
O=c1[nH]c2ccccc2n1CCCSc1cnc2ccccc2n1	/	i	/	12	/	7	/	3%	9%
CC1(C)CC(=O)C2=C(C1)N(CCN1CCOCC1)C1=C(C(=O)CC(C)(C)C1)C2c1cccc(Cl)c1	4%	/	-17%	0	-6%	/	6%	-5%	/
Cc1sc(NC(=O)CCCC(=O)O)c(C#N)c1C	-4%	i	9%	7	6%	2	-23%	-6%	/
O=C(Nc1nnc(CCc2ccccc2)s1)c1cccs1	-2%	i	5%	5	-4%	10	4%	-10%	/
O=C(Cc1ccc(Cl)cc1)NCCN1CCCC1	2%	i	14%	15	-4%	15	1%	16%	3%
O=C(CSc1nnc(Cc2cccs2)n1Cc1ccco1)Nc1ccc(Cl)cc1Cl	8%	i	6%	10	-8%	9	15%	-13%	/
O=C(NCc1cccs1)C1CCN(c2nccs2)CC1	3%	i	9%	6	3%	7	-4%	-5%	/
Nn1cnnc1SCC(=O)Nc1ccc2c(c1)OCCO2	-24%	i	19%	10	8%	12	-17%	-1%	3%	Spn PMK inh pilot replicates=0.0;MK inhibit pilot replicates=0.0;DPM-DC inhibit pilot screen %=4.0
CCOC(=O)c1sc(=S)n(CC)c1NC(=O)C1CC1	-1%	i	9%	0	-4%	6	-9%	-6%	/
O=C(O)CCC1=C2c3ccccc3CCN2C(=O)CC1	-7%	i	6%	1	-5%	6	-17%	-7%	7%
Cc1ccc(O)c(C(=O)CC(=O)c2cccc(F)c2)c1	-8%	i	23%	0	-5%	0	-33%	13%	/
COc1cccc(C2=NOC(C(=O)NCC3CCCO3)C2)c1 (stereo not given)	-11%	i	13%	9	-4%	3	-4%	23%	11%
O=c1[nH]c(SCc2ccc(Cl)cc2)nc2c1CCC2	-8%	i	7%	12	-14%	13	-12%	7%	13%
Cc1ccc(NC(=O)NC2CCN(CC(=O)Nc3nccs3)CC2)cc1	-7%	i	8%	5	-3%	7	2%	-7%	-9%
Cc1cc(-c2nnc(SCc3cccnc3)o2)no1	-8%	i	3%	0	-3%	0	-5%	11%	6%
O=C(OCCCN1CCCCC1)c1ccc(O)cc1	-3%	i	19%	7	-10%	8	6%	12%	-3%
CCOC(=O)C1CCCN(c2c(NCCCN(CC)c3ccccc3)c(=O)c2=O)C1 (stereo not given)	-3%	i	4%	13	-3%	7	6%	-4%	1%
CCCN1C2CCCC1CC(NC(=O)c1ccccc1OCC)C2 (stereo not given)	-2%	i	0%	11	-2%	9	-2%	1%	/
CCC(=O)Nc1ccc(C(=O)CSc2nnc(CNc3ccc(Cl)cc3)o2)cc1OC	10%	i	5%	3	0%	5	8%	-10%	1%
O=C(NCCCN1CCOCC1)c1ccc(S(=O)(=O)N2CCOCC2)cc1	-9%	i	0%	7	0%	11	-1%	-8%	10%
Cc1ccnc(N2C(=O)c3ccccc3C2Nc2ccc3c(c2)OCCO3)c1 (stereo not given)	-1%	i	5%	3	3%	2	8%	8%	-3%
Cc1cc(=O)oc2cc(OC(C)C(=O)N3CCCc4ccccc43)ccc12 (stereo not given)	20%	i	21%	0	-9%	0	22%	20%	17%
CC(C(=O)NC(=O)NC1CCCCC1)N1CCN(c2ccccn2)CC1 (stereo not given)	-9%	i	11%	7	-8%	5	-6%	0%	/	Spn PMK inh pilot replicates=0.0;MK inhibit pilot replicates=0.0;DPM-DC inhibit pilot screen %=0.0
Cc1ccc2nc(-c3ccccn3)cc(C(=O)N3CCN(c4ncccn4)CC3)c2c1	9%	i	9%	11	3%	7	13%	-3%	-4%	Spn PMK inh pilot replicates=0.0;MK inhibit pilot replicates=0.0;DPM-DC inhibit pilot screen %=0.5
COc1ccc(C(=O)Nc2ccc(N3CCOCC3)cc2)cc1OC	-5%	i	7%	10	-2%	4	-5%	-5%	2%
COC(=O)C1=CN(CCCN2CCCC2=O)C=C(C(=O)OC)C1c1ccccc1C(F)(F)F	1%	/	-38%	7	-6%	7	-1%	-4%	3%
CSc1nc(C)cc(NC(N)=O)n1	3%	i	11%	3	-1%	15	-4%	0%	/
COc1cc(OC)cc(-c2nc(-c3ccc(Br)cc3)no2)c1	26%	i	6%	9	-2%	6	22%	-6%	/
Cc1ccc(NC(=O)c2oc3ccccc3c2NC(=O)c2ccc3c(c2)OCO3)cc1	6%	i	11%	3	-7%	0	-8%	-5%	/
Cc1c(Cl)cccc1-n1nnnc1-c1cccs1	4%	i	19%	3	-6%	10	9%	3%	7%
CCCSc1nc(C)c(-c2csc(C(C#N)=C3CCCC3)n2)cc1C#N	-12%	i	9%	10	2%	0	-12%	11%	4%
Nc1nc2c(ncn2COCCO)c(=O)[nH]1	2%	i	9%	0	2%	4	-14%	-7%	2%	Spn PMK inh pilot replicates=0.0;MK inhibit pilot replicates=0.0;DPM-DC inhibit pilot screen %=0.0
CCOc1nc(-c2ccccc2)ccc1-c1noc(-c2cccnc2)n1	-31%	/	11%	13	5%	0	-13%	0%	8%	Spn PMK inh pilot replicates=0.0;MK inhibit pilot replicates=4.0
CC(C)CC(=O)N1CCN(C(=O)c2cccc(F)c2)CC1	5%	i	4%	0	1%	5	-14%	1%	-4%
COC(=O)C(NC(=O)c1ccccc1)=C1CCCCC1	-7%	i	-2%	12	-5%	0	-15%	-2%	2%
CCOC(=O)C1=C(CS(=O)(=O)c2ccc(F)c(C)c2)NC(=O)NC1c1ccc(O)c(O)c1 (stereo not given)	-9%	i	25%	4	-6%	9	-6%	/	/	Spn PMK inh pilot replicates=0.0;MK inhibit pilot replicates=0.0;DPM-DC inhibit pilot screen %=2.5
COc1ccc(OC)c(NC(=O)CN2C(=O)c3ccccc3S2(=O)=O)c1	-1%	i	11%	0	8%	1	-4%	-3%	5%
COc1ccc(C2C(C#N)=C(N)N3C(=C2C#N)Sc2ccccc23)cc1 (stereo not given)	-11%	i	1%	13	-27%	5	-15%	0%	2%
Cc1ccc(CN2C(=O)CCC2C(=O)NC2CCCC2)cc1 (stereo not given)	1%	i	20%	9	-12%	13	12%	-5%	10%	Spn PMK inh pilot replicates=0.0;MK inhibit pilot replicates=0.0;DPM-DC inhibit pilot screen %=4.0
COCCN1CCn2c(nc3cc(NC(=O)c4ccc(OC)cc4)ccc32)C1	-17%	i	11%	15	-4%	9	-7%	-7%	5%
CC(C)C(NS(=O)(=O)c1cccs1)C(=O)NCc1ccc2c(c1)OCO2 (stereo not given)	-11%	i	9%	0	5%	10	-10%	6%	8%
Additional structures:
SMILES	HPDE-C7 viability	DPM-DC inhibit	TNAP inhibition	Spn PMK inh	Bfl-1 inhibitors	MK inhibit	HPDE-C7K KRASV12	HT1080 viability	LYP phosphatase	others
CCOP(=O)(c1ccc(N(C)C)cc1)C(O)c1c(Cl)cccc1Cl (stereo not given)	-13%	i	2%	12	-3%	8	6%	4%	12%	Spn PMK inh pilot replicates=1.5;MK inhibit pilot replicates=0.5;DPM-DC inhibit pilot screen %=0.0
COC(=O)c1c(NC(=O)CSc2n[nH]c(N)n2)sc(C)c1C	-13%	i	5%	15	-2%	0	-23%	-6%	/
Cc1ccc(CC2(O)CC(C)N(C)CC2C)c(C)c1 (stereo not given)	0%	i	8%	0	4%	3	-15%	-4%	/
Cc1onc(-c2c(F)cccc2Cl)c1C(=O)Nc1cccc2nsnc12	3%	i	13%	6	-2%	6	-4%	-4%	4%
Cc1cccc(OCC(=O)Nc2ccc3c(c2)OCCO3)c1	-1%	i	14%	0	0%	0	-2%	6%	6%

2 compounds drawn at random from the list so far, as already listed:
SMILES	HPDE-C7 viability	DPM-DC inhibit	TNAP inhibition	Spn PMK inh	Bfl-1 inhibitors	MK inhibit	HPDE-C7K KRASV12	HT1080 viability	LYP phosphatase	others
Cc1onc(-c2c(F)cccc2Cl)c1C(=O)Nc1cccc2nsnc12	3%	i	13%	6	-2%	6	-4%	-4%	4%
CCOP(=O)(c1ccc(N(C)C)cc1)C(O)c1c(Cl)cccc1Cl (stereo not given)	-13%	i	2%	12	-3%	8	6%	4%	12%	Spn PMK inh pilot replicates=1.5;MK inhibit pilot replicates=0.5;DPM-DC inhibit pilot screen %=0.0
